NCOA1 inh: inhibits human SRC1 coactivator; inhibition, % at 3.6 µM; HEK293 GAL4-SRC1 luciferase reporter, luminescence; hit rate 0.12% among 360,000;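 active = inhibition above the campaign mean plus 3 SD, with each screening campaign given its own cutoff, cut at about 60% in these data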;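 also: 0% = DMSO treated cells and 100% = gossypol at 36 µM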
SRC2 inh: inhibits human steroid receptor coactivator 2 | Q15596 | HEK293 GAL4-SRC2 luciferase reporter, luminescence | inhibition, % at 9 µM | hit rate 0.17% among 370,000;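 active = inhibition above the mean inhibition of all tested compounds plus 3 SD, set per campaign, cut at about 52% in these data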;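 also: 0% = DMSO treated cells and 100% = cells given Gossypol at 36 µM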
NR2F2 inh: inhibitors of human COUP-TFII (NR2F2); P24468; HEK293T NGFI-A luciferase reporter, luminescence; inhibition, % at 8.6 µM; hit rate 0.7% among 370,000; AID 686940;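 active = inhibition above a per-plate cutoff, mean inhibition of test wells between control levels plus 3 SD, cut at about 38% in these data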;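 also: cells cotransfected with COUP-TFII expression vector driving the NGFI-A reporter; 0% = median of COUP-TF2 test wells and 100% = reporter-only cells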
Target sequence (P24468 whole entry, looked up): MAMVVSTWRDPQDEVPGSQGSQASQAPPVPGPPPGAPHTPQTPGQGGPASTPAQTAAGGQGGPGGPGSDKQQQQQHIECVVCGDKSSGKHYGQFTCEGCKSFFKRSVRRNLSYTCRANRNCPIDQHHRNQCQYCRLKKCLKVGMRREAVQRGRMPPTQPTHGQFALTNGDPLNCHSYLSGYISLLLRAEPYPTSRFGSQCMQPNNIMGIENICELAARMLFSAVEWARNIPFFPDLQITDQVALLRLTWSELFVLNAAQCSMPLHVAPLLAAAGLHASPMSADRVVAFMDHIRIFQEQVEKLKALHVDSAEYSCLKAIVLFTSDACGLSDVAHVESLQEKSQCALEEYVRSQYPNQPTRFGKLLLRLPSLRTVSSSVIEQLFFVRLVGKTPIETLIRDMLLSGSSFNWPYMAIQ
NCOA3 inh: human NCOA3 inhibition. HEK293 GAL4-SRC3 luciferase reporter, luminescence. inhibition, % at 3.6 µM. hit rate 0.17% among 360,000;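 active = inhibition above a per-campaign cutoff, the mean of all compounds plus 3 SD, cut at about 60% in these data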;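 also: 0% = DMSO-treated cells and 100% = gossypol-treated cells at 36 µM; higher means less SRC3-driven luciferase light from the GAL4 reporter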
LMP1 NFkB inh: Epstein-Barr LMP1 NF-kappaB reporter inhibition. AID 504558. LMP1-induced NF-kappaB luciferase reporter cells, luminescence. inhibition, % at 12.5 µM. hit rate 0.69% among 350,000; in the data active = inhibition above about 41%;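 also: 0% = neutral control wells and 100% = reference inhibitor control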
NR5A2 inv ag: suppresses constitutive activity of human LRH-1; O00482; HEK293T StAR-luciferase reporter, LRH-1 transfected, 24 h; inhibition, % at 3.6 µM; hit rate 0.13% among 360,000; AID 602396;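 active = inhibition above the mean inhibition of all tested compounds plus 3 SD, cut at about 73% in these data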;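 also: 0% = DMSO wells and 100% = reporter-only cells lacking LRH-1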
TRAIL sens C8: caspase-8 TRAIL sensitization; AID 624354; hit rate 1% among 360,000; inhibition (viability loss, TRAIL sensitization), % at 10 µM; NB7+C8 cells + TRAIL, ATPlite viability luminescence;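 active = compounds causing at least 50% loss of cell viability in the single-dose screen, relative to plate controls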
Vif inh: blocks HIV Vif function. hit rate 0.35% among 340,000. HEK293T cells, Vif self-association by quenched fluorescence, imaging, 24 h. inhibition, % at 7.49 µM; in the data active = inhibition above about 50%, passing the limit was not always enough; also: some results filed as inactive read as strong as hits
NOD2 RIPK2 PPI: inhibitors of human NOD2-RIPK2 interaction; O43353; hit rate 0.38% among 360,000; inhibition, % at 4.98 µM; CHO BLA complementation NOD2-RIPK2, CCF4 ratio; AID 624267; in the data active = inhibition above about 21%;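 also: 0% = vehicle only and 100% = reference blocker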
TROY signal inh: inhibitors of TROY-dependent NF-kB signaling | hit rate 0.98% among 360,000 | AID 1347056 | Q293 LMP1-TROYcd NF-kB luciferase reporter, 4 h | inhibition, % at 10 µM;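 active = compounds whose plate-normalised and pattern-corrected inhibition of the luciferase reporter signal at the single screening dose is 50% or more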
TLR9-MyD88 block: blocks human TLR9 binding to MyD88. CHO BLA complementation TLR9-MyD88, CCF4 FRET ratio. hit rate 0.21% among 340,000. inhibition, % at 4.98 µM. AID 504734;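 active = inhibition above the mean over all tested compounds plus 3 SD, cut at about 21% in these data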;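 also: 0% = DMSO only wells and 100% = clavulanate BLA inhibitor control wells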
Active calls of the source: *; x = not tested or not shown. This is a subset, so the mix of outcomes need not match the whole.

Compound	Vif inh	TROY signal inh	LMP1 NFkB inh	TLR9-MyD88 block	NR5A2 inv ag	TRAIL sens C8	SRC2 inh	NR2F2 inh	NCOA3 inh	NOD2 RIPK2 PPI	NCOA1 inh
O=S(=O)(c1ccc2c(c1)OCCO2)N(Cc1ccc(F)cc1)Cc1nnc(-c2cccs2)o1	-2	6	16	-10	17	-4	13	-1	18	-8	-6
O=C(CC(c1ccccc1)c1ccccc1O)NCc1ccco1 (stereo not drawn)	-3	-1	3	2	13	-10	2	15	-1	-5	1
O=S(CC1CC1(Cl)Cl)CC1CC1(Cl)Cl (stereo not drawn)	9	1	6	5	-2	13	-9	-2	14	2	-7
CCOc1ccccc1CNC(=O)CN1C(=O)CSc2ccc(S(=O)(=O)N3CCOCC3)cc21	8	2	-2	3	-9	-26	-8	13	-9	-2	-12
Cc1nc([N+](=O)[O-])c(C(=O)OCc2ccccc2Br)n1C	-1	2	1	4	2	-6	-9	12	-4	-13	-18
COc1ccc(CN2CCN(C(=O)Cn3nc(C(=O)O)c4ccccc4c3=O)CC2)cc1F	0	3	-2	0	11	14	6	19	-13	1	8
CC1CCCC(C)N1CCCNC(=O)Cn1ncc2c3ccccc3n(C)c2c1=O (stereo not drawn)	3	-9	-4	8	23	-15	x	x	3	-3	-13
N#Cc1c(-c2ccccc2)nc(-c2cccnc2)[nH]c1=O	2	-19	-5	-24	-16	-18	-15	-1	0	1	-1
O=C1/C(=C/c2ccccn2)SC(=S)N1c1ccc(O)cc1	-7	-5	-3	-4	-30	32	8	-1	-16	-8	-44
O=C(C[C@H]1C(=O)N(CCc2ccccc2)C[C@@H]1c1ccccc1)Nc1ccccc1	x	5	-3	-2	-20	25	-2	-20	-9	0	-6
CNC(=O)CSc1nc2ccccc2c(=O)n1-c1cc(OC)ccc1OC	-3	0	7	-2	14	7	-13	-15	9	8	6
COc1ccc(C(=O)N2CCN(c3nc(C4CC4)nc4sc(C)c(C)c34)CC2)cc1	-15	-17	-4	4	11	8	6	29	-13	-1	17
O=c1[nH]sc2ccccc12	4	-23	-5	8	3	-1	37	-15	21	3	-20
O=C(Cc1ccccc1)NNC(=O)C1CCCC1	6	9	4	8	4	-6	21	-11	7	3	0
O=C(Cc1cccs1)NCc1ccc(Cl)cc1Cl	4	-12	-11	-4	-53	20	-39	-29	-64	-4	-79
O=[N+]([O-])c1ccc(NC(=S)N2CCCC2)cc1	0	8	-17	-5	-21	0	-3	-11	-5	-6	-21
COc1ccc2ccccc2c1CN1CCCC(CO)C1 (stereo not drawn)	7	-21	6	1	5	2	-29	-9	6	4	-10
CCN(CC)C(=O)COCc1cc(-c2ccc3c(c2)OCO3)on1	-1	-30	-1	3	-26	-11	-25	-3	2	-9	-49
O=C1CCN(Cc2ccccc2)S(=O)(=O)c2ccc(C(F)(F)F)cc21	-13	6	-5	-2	-3	2	14	24	24	-12	16
O=C(Nc1ccccc1N1CCN(C(=O)c2ccccc2)CC1)c1ccc([N+](=O)[O-])o1	-7	-11	3	3	29	3	18	-5	-18	-1	0
Cc1cccc2c(CCNC(=O)c3ccc([N+](=O)[O-])cc3)c[nH]c12	-2	-2	0	-2	-7	-8	7	11	15	0	-37
Cc1c(C)c2ccc(OC(C)C(=O)NCc3ccccn3)cc2oc1=O (stereo not drawn)	-2	-17	1	-6	2	2	-7	-10	-6	-10	7
CCCN(c1ccccc1C(=O)O)S(=O)(=O)c1ccc2c(c1)n(C)c(=O)n2C	-9	0	7	-1	-3	2	-7	-19	-9	-4	-6
COc1ccc([N+](=O)[O-])cc1NC(=S)NC(C)=O	-12	-30	2	4	6	1	-30	8	13	-8	-6
O=C(O)C1C2C=CC(C2)C1C(=O)OCc1ccccc1 (stereo not drawn)	1	3	-5	-1	9	6	-14	0	-15	0	-1
C=CCn1c(C)cc(C2=NNC(=NCC)SC2)c1C	0	88*	86*	-4	84*	93*	84*	95*	86*	-5	88*
Cn1c(SCC(=O)NC(c2ccccc2)c2ccccc2)nnc1-c1cccs1	x	-11	0	2	-10	-22	-7	6	-11	-6	1
COc1cc(/C=C2/C(=O)CNC2=O)ccc1O	0	6	8	1	2	-16	9	-3	-4	-3	8
COc1ccccc1N(C(=O)Cn1nnc(-c2ccc(C)o2)n1)C(C(=O)NC1CCCC1)c1ccncc1 (stereo not drawn)	-7	13	-6	2	-9	3	9	-12	-13	-11	2
O=C(NC1(C(F)(F)F)NC(=O)N(Cc2ccco2)C1=O)c1cccnc1 (stereo not drawn)	12	7	-5	-7	-2	-16	-10	9	10	-5	7
CCCNC(=O)CS(=O)(=O)Cc1nc(-c2cccc(OC)c2)oc1C	1	1	-3	-1	13	7	0	-13	2	2	3
Nn1cnnc1SC1CCCCC1NS(=O)(=O)c1ccccc1 (stereo not drawn)	6	1	6	3	1	-2	-16	7	8	-19	1
Cn1c(=O)c2c(ncn2CC(O)CNc2cccc(Cl)c2)n(C)c1=O (stereo not drawn)	3	-14	6	2	-1	-1	19	20	12	0	9
CC1CCCCN1CCCNC(=O)Cn1ncc2c([nH]c3ccccc32)c1=O (stereo not drawn)	-1	3	x	1	-3	12	-7	-12	2	-2	6
COc1ccccc1C(=O)NCC(=O)NCc1cc(=O)n(C)c(=O)n1C	-1	-23	1	-4	-8	3	-23	-7	-4	-2	-14
CC(C)(C)C(=O)CN1C(=O)NC2(CCCc3ccccc32)C1=O (stereo not drawn)	35	-12	-13	-6	8	2	6	10	6	-1	-24
Cc1ccc(OCCNC(=O)CCc2nc3sc4c(c3c(=O)[nH]2)CCCC4)cc1	-4	-20	-29	-4	-17	-16	16	9	-5	5	-12
Cn1nnc(NC(=O)c2cccs2)n1	2	-1	3	4	-15	2	-16	9	-27	4	-10
COc1ccc(NC(=O)CN2CCN(c3ccccc3Cl)CC2)cc1	9	-4	3	6	13	-12	-29	5	-3	-2	-2
Cc1ccc(O)c(N=Cc2cccs2)c1	-4	-26	-16	-1	-22	7	-45	-31	-53	-10	-53
CCCOP(=O)(OCCC)c1c([N+](=O)[O-])cc(C(F)(F)F)cc1[N+](=O)[O-]	-2	14	-17	-14	15	5	22	16	6	-2	-3
N=c1ncn(Cc2ccccc2)c2nc(SCCOc3ccccc3)[nH]c12	4	8	6	5	-11	-7	14	-5	9	-2	0
CC(C)C(c1nnnn1CCc1ccccc1)N1CCN(C(=O)c2ccco2)CC1 (stereo not drawn)	x	-10	-3	0	-5	6	-5	9	-11	0	-6
NS(=O)(=O)c1cccc(NC(=S)NC(=O)C23CC4CC(CC(C4)C2)C3)c1	-14	-44	-2	-12	-20	9	4	-1	4	-4	-10
CN(CC(=O)Nc1ccc(F)c(F)c1F)C(=O)C1=COCCO1	4	12	4	-1	-7	-3	7	9	-6	-2	-15
CCN(C(=O)COC(=O)c1nc(Cl)ccc1Cl)c1c(N)n(Cc2ccccc2)c(=O)[nH]c1=O	-6	5	11	1	10	10	-62	-25	8	-1	-1
COC(=O)c1cc(S(=O)(=O)N(C)c2ccc(C)c(C)c2)c[nH]1	-2	1	-4	2	10	-3	15	7	18	8	-13
COc1ccc(C(=O)C(OC(=O)c2ccccc2Cl)c2ccccc2)cc1 (stereo not drawn)	0	-5	-34	2	-68	0	-60	-36	-32	-4	-69
Cc1[nH]n(-c2cccc(Cl)c2)c(=O)c1C=NCC(C)C	3	-67	-34	-2	-141	3	-72	-37	-80	-17	-116
CCOC(=O)NC(=O)CSc1nc(C)cc(C(F)(F)F)c1C#N	-6	-46	-6	-1	-49	15	-10	-9	-45	-15	-51
CC(C)NS(=O)(=O)c1ccc(NC(=O)CCc2ccccc2)cc1	8	5	7	-5	-2	-12	-15	14	-6	-1	3
NS(=O)(=O)c1ccc(CCNS(=O)(=O)c2ccc(Cl)nc2)cc1	-7	20	-1	10	-10	29	16	-7	15	-7	6
C=CCOc1c(Br)cc(CNn2nnnc2N)cc1OC	-3	19	-6	1	14	16	-21	10	-1	1	1
COc1ccc(N2CCN(C(=O)c3cc(=O)c4cc(C)c(C)cc4o3)CC2)cc1	2	5	0	-13	-6	-4	6	8	2	-8	15
COc1ccc(N=c2ssnc2Cl)cc1	20	-23	2	-9	-18	-26	x	x	-1	-5	-12
CSc1ccccc1C(=O)NCC1CCCO1 (stereo not drawn)	1	0	-1	1	20	-10	5	-15	0	-3	0
Cc1cc(Cl)c(S(N)(=O)=O)cc1OCC(=O)NC1CCCCC1	-12	7	-5	5	18	-6	-3	21	19	1	10
Cc1cccc(NC(=O)NCCc2c[nH]c3ccccc23)c1	-1	-23	-16	0	-2	15	2	-10	-3	11	2
Cc1ccc(OC(C)c2nnc(N)s2)cc1Cl (stereo not drawn)	-3	8	-6	3	17	-1	-23	0	21	5	-10

From PubChem
